Screening data: PubChem, several laboratories
HTR2A ag – mouse Htr2a agonists via beta-arrestin recruitment, primary screen, cell-based, luminescence; CHO-K1 mHTR2A beta-arrestin complementation; percent of 30 µM serotonin response; 5-hydroxytryptamine receptor 2A (Mus musculus), P35363; activation, % at 7.6 µM; AID 624169, 2012; actives 0.66% (n = 360,000);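 active means activation above a run cutoff, the mean activation of all tested compounds plus 3 SD, cut at about 14% in these data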;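 further: 0% = plate median of compound wells and 100% = 30 µM serotonin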
hiPSC survival – enhancers of single-cell hiPSC survival, primary screen, ATPlite luminescence; 100% = ROCK inhibitor wells, 0% = DMSO; survival enhancement, % at 20 µM; actives 0.044% (n = 360,000); in the data active means survival enhancement above about 18%;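 further: cells exposed to compounds for 16 hours before the ATP read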
MC4R antagonist – MC4R antagonists of cAMP signaling, primary screen, cell-based, TR-FRET, antagonist arm of biased-ligand search. MC4R-expressing cells, MTII-stimulated cAMP, LANCE TR-FRET. actives 0.48% (n = 360,000). AID 540295, 2011. inhibition, % at 6.5 µM. Melanocortin receptor 4 (Homo sapiens), P32245;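 active means inhibition above its plate's cutoff, the mean of tested wells on that plate plus 3 SD, cut at about 29% in these data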;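 further: 0% = Melanotan II alone and 100% = Melanotan II plus saturating MCL0020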
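System: U2OS cells stably expressing human melanocortin 4 receptor (MC4R). Reagent: Melanotan II challenge after compound preincubation. Doses: 6.5 µM. Times: 30-min compound, 1-h challenge, 1-h detection, room temperature. Measured by: TR-FRET with Eu-cAMP and labeled anti-cAMP, 671 nm. Replicates: singlicate.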
ABCB6 inh 2 – ABCB6 transporter inhibitors, primary screen, K562-ABCB6 cells, flow cytometry, MLPCN library; ATP-binding cassette sub-family B member 6 (Homo sapiens), Q9NP58; K562-ABCB6 porphyrin accumulation, 1 h; active compounds read low; fluorescence ratio to DMSO, % at 10 µM; actives 0.19% (n = 360,000); AID 602162, 2011;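 active means fluorescence ratio to DMSO below 75%, the collection mean minus 3 SD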;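 further: signal is porphyrin accumulated inside mitochondria; 100% equals median channel fluorescence of DMSO control wells; lower ratio means ABCB6 inhibition with less porphyrin fluorescence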
Glyco luc inh – increase of ERlucT glycosylation luciferase signal, primary screen, N-linked glycosylation inhibitor project, D54 ERlucT cells, luminescence, set 2. D54 ERlucT glycosylation luciferase reporter, 24 h; percent of 100 nM tunicamycin response. reporter increase, % at 12.5 µM. actives 0.23% (n = 360,000). AID 588692, 2011;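 active means mean luciferase reporter signal, scaled so untreated is 0 and the glycosylation-blocking control 100, at or above a set limit in every replicate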;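 further: luciferase carries N-glycosylation sites so blocking glycosylation raises the light; 0% = median of neutral control wells and 100% = median of 100 nM tunicamycin wells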
H9c2 protect – cardioprotection against H2O2-induced cell death, primary screen, uHTS, H9c2 cells, ATPLite luminescence; H9c2 cardiomyocytes, H2O2 injury protection, 2 h; protection from H2O2 cell death, % at 20 µM; actives 0.63% (n = 360,000); AID 588492, 2011;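 active means compounds giving at least 50% protection of heart cells from peroxide-induced death in the single-dose screen, raw or plate-pattern-corrected value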;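 further: 0% = DMSO wells with peroxide and 100% = DMSO wells without peroxide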
MC4R barr agon – MC4R agonists recruiting beta-arrestin, primary screen, cell-based, luminescence, agonist arm of biased-ligand search | U2OS MC4R beta-arrestin complementation; percent of melanotan II response, DMSO zero | activation, % at 8.9 µM | actives 0.98% (n = 360,000) | AID 540308, 2011;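 active means activation above a per-plate cutoff, the mean activation of sample wells on that plate plus 3 SD, cut at about 8% in these data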
ABHD5 PLIN5 PPI – ABHD5-PLIN5 interaction inhibitors, primary screen, cell lysate, split luciferase complementation, luminescence; Perilipin-5 (Homo sapiens) + 1-acylglycerol-3-phosphate O-acyltransferase ABHD5 (Homo …; Split G. princeps luciferase complementation, 4 h; inhibition, % at 4 µM; actives 0.78% (n = 360,000); AID 602281, 2012;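 active means inhibition above the mean inhibition across every tested compound plus 3 SD, cut at about 22% in these data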;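 further: 0% = DMSO only wells and the 100% control is not disclosed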
Target sequence (Q00G26 whole entry, looked up): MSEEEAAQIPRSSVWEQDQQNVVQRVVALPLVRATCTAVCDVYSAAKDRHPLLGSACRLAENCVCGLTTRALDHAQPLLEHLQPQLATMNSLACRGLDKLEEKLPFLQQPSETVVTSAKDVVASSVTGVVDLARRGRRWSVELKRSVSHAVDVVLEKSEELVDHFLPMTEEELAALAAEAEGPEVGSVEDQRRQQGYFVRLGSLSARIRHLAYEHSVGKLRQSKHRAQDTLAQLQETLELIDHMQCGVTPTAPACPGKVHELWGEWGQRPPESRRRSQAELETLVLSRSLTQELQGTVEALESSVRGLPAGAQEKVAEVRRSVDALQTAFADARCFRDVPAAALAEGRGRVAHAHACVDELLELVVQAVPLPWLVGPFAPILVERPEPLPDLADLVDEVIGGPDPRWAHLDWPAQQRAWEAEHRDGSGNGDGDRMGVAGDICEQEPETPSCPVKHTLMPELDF
Target sequence (Q8WTS1 whole entry, looked up): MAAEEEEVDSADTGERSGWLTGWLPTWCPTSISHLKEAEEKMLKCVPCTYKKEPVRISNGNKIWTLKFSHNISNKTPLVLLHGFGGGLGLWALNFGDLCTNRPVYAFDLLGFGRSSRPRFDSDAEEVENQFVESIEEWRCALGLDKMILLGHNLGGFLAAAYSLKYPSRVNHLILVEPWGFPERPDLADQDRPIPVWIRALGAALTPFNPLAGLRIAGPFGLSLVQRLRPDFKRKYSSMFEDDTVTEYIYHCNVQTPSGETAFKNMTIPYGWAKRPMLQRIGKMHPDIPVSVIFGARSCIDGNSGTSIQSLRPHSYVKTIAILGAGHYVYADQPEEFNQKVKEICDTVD
Granule exo inh – LAMP-1 surface exposure blockers, TALL-104 cells – cell-based, flow cytometry, MLPCN library, primary screen. TALL-104 LAMP-1 surface exposure; cells stimulated with thapsigargin and PMA. actives 0.66% (n = 360,000). AID 651702, 2012. inhibition, % at 10 µM;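 active means inhibition above about 55%, limit read from the data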
aDG glyco up – activators of alpha-DG glycosylation, primary screen, uHTS, Pro5-aDG cells, AlphaScreen | alpha-DG glycosylation AlphaScreen (IIH6); 0% Pro5, 100% B10-LARGE cell signal | activation, % at 10 µM | actives 0.22% (n = 360,000);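 active means activation of at least 8% versus controls, or a plate z-score of at least 8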;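 further: Pro5 are CHO cells carrying HIG-tagged alpha-DG that lacks glycosylation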
* marks the source's active call; other numbers are inactive results.

For Cc1ccc(C(=O)N/C(=C\c2cccc([N+](=O)[O-])c2)C(=O)NC(Cc2ccccc2)C(=O)O)cc1 (stereo not drawn) the results were HTR2A ag 3, hiPSC survival -0.2, MC4R antagonist 0, ABCB6 inh 2 103, Glyco luc inh -1, H9c2 protect -2, MC4R barr agon -2.8, ABHD5 PLIN5 PPI 0, Granule exo inh 2 and aDG glyco up -0.1.
COc1cccc(C(=O)NC2CCCc3c2cnn3-c2cc(C)cc(C)c2)c1 (stereo not drawn) was read as HTR2A ag 5, hiPSC survival 1.0, MC4R antagonist -4, ABCB6 inh 2 98, Glyco luc inh 0, H9c2 protect -5, MC4R barr agon -3.9, ABHD5 PLIN5 PPI 5, Granule exo inh 8 and aDG glyco up 0.2.
For CSc1ccc(S(=O)(=O)NCc2ccccc2Cl)cc1 the results were HTR2A ag -8, hiPSC survival 3.9, MC4R antagonist 22, ABCB6 inh 2 89, Glyco luc inh -2, H9c2 protect -3, MC4R barr agon -0.5, ABHD5 PLIN5 PPI -1, Granule exo inh 2 and aDG glyco up -0.2.
Screening COc1ccccc1N1CCN(S(=O)(=O)CCNC(=O)CCCc2ccccc2)CC1 returned HTR2A ag 2, hiPSC survival -0.3, MC4R antagonist 0, ABCB6 inh 2 98, Glyco luc inh 1, H9c2 protect 1, MC4R barr agon -0.1, ABHD5 PLIN5 PPI 3, Granule exo inh 7 and aDG glyco up 0.1.
Screening CCOc1ccc2oc(-c3ccccc3)c(C(=O)O)c2c1 returned HTR2A ag 0, hiPSC survival 0.7, MC4R antagonist 5, ABCB6 inh 2 94, Glyco luc inh 2, H9c2 protect -10, MC4R barr agon -2.9, ABHD5 PLIN5 PPI -5, Granule exo inh 3 and aDG glyco up -0.5.
COC1OC2COC(c3ccccc3)OC2C(O)C1N (stereo not drawn) was read as HTR2A ag -5, hiPSC survival 1.9, MC4R antagonist 9, ABCB6 inh 2 99, Glyco luc inh 0, H9c2 protect 3, MC4R barr agon -1.0, ABHD5 PLIN5 PPI -8, Granule exo inh 0 and aDG glyco up -0.1.
For Cc1cc(=O)oc2c(C)c(OC(C)C(=O)NCc3ccccn3)ccc12 (stereo not drawn) the results were HTR2A ag -5, hiPSC survival -0.4, MC4R antagonist 16, ABCB6 inh 2 102, Glyco luc inh 2, H9c2 protect 1, MC4R barr agon -1.7, ABHD5 PLIN5 PPI -7, Granule exo inh -9 and aDG glyco up -0.1.
`COc1ccc(CCNC(=O)C(=O)c2cn(CC(=O)N3CCOCC3)c3ccccc23)cc1OC` gave HTR2A ag -3, hiPSC survival 0.3, MC4R antagonist 14, ABCB6 inh 2 102, Glyco luc inh 1, H9c2 protect 5, MC4R barr agon -2.1, ABHD5 PLIN5 PPI -7, Granule exo inh -6 and aDG glyco up -0.1.
Screening CCOc1ccc(NC(=S)NC(=O)c2c(Cl)cnn2CC)c([N+](=O)[O-])c1 returned HTR2A ag -1, hiPSC survival 2.4, MC4R antagonist 4, ABCB6 inh 2 100, Glyco luc inh -1, H9c2 protect -18, MC4R barr agon -2.1, ABHD5 PLIN5 PPI -3, Granule exo inh -4 and aDG glyco up -0.3.
Screening O=C(N/N=C/c1ccccc1C(=O)O)c1cccc(S(=O)(=O)N2CCCCC2)c1 returned HTR2A ag 6, hiPSC survival -0.2, MC4R antagonist 8, ABCB6 inh 2 96, Glyco luc inh 0, H9c2 protect -6, MC4R barr agon -1.7, ABHD5 PLIN5 PPI 2, Granule exo inh -1 and aDG glyco up 0.2.
CC(C)(Oc1ccc(Cl)cc1)C(=O)N(Cc1ccccc1)c1ccccn1 was read as HTR2A ag 5, hiPSC survival -1.6, MC4R antagonist 5, ABCB6 inh 2 91, Glyco luc inh -8, H9c2 protect -6, MC4R barr agon -0.4, ABHD5 PLIN5 PPI 2, Granule exo inh -8 and aDG glyco up 0.4.
Screening CCOC(=O)c1nnn(-c2nc(N3CCCC3)nc(N3CCCC3)n2)c1-c1ccccc1 returned HTR2A ag 0, hiPSC survival -1.0, MC4R antagonist 7, ABCB6 inh 2 99, Glyco luc inh -3, H9c2 protect 7, MC4R barr agon -1.2, ABHD5 PLIN5 PPI 7, Granule exo inh 2 and aDG glyco up 0.2.
`COc1ccc(NC(=O)CS(=O)c2ccc(Br)cc2)cc1` (stereo not drawn) gave HTR2A ag 4, hiPSC survival 0.5, MC4R antagonist 6, ABCB6 inh 2 100, Glyco luc inh 1, H9c2 protect -2, MC4R barr agon -2.9, ABHD5 PLIN5 PPI -8, Granule exo inh 42 and aDG glyco up 0.1.
`CC(=O)NS(=O)(=O)c1ccc(NC(=O)CCC(=O)Oc2ccc(C)cc2)cc1` gave HTR2A ag 1, hiPSC survival -0.7, MC4R antagonist 20, ABCB6 inh 2 101, Glyco luc inh 3, H9c2 protect -6, MC4R barr agon 1.2, ABHD5 PLIN5 PPI -4, Granule exo inh 4 and aDG glyco up 0.0.
For C=CCC1(N(C(C)=O)c2ccccc2C)CCCCC1 the results were HTR2A ag 1, hiPSC survival 1.3, MC4R antagonist 27, ABCB6 inh 2 107, Glyco luc inh 0, H9c2 protect 1, MC4R barr agon 1.8, ABHD5 PLIN5 PPI -6, Granule exo inh 3 and aDG glyco up -0.1.
For COc1ccc(/C=N/NC(=O)CCc2c(C)n[nH]c2C)cc1O the results were HTR2A ag -1, hiPSC survival 0.8, MC4R antagonist 5, ABCB6 inh 2 89, Glyco luc inh 1, H9c2 protect 0, MC4R barr agon -1.0, ABHD5 PLIN5 PPI -2, Granule exo inh 1 and aDG glyco up 0.0.
Clc1ccc(-c2nn3c(C4COc5ccccc5O4)nnc3s2)cc1 (stereo not drawn) was read as HTR2A ag -1, hiPSC survival -2.1, MC4R antagonist 3, ABCB6 inh 2 92, Glyco luc inh -2, H9c2 protect 7, MC4R barr agon 4.7, ABHD5 PLIN5 PPI -1, Granule exo inh -1 and aDG glyco up 0.3.
Screening C=CCN1C(c2ccccc2)=CS/C1=C(/C#N)c1nnc(N2CCOCC2)n1-c1ccccc1 returned HTR2A ag 0, hiPSC survival 0.8, MC4R antagonist 1, ABCB6 inh 2 104, Glyco luc inh -2, H9c2 protect 4, MC4R barr agon -0.1, ABHD5 PLIN5 PPI -7, Granule exo inh 2 and aDG glyco up 0.3.
For O=C(c1[nH]c(C(F)(F)F)nc1-c1ccccc1)N1CCN(c2ncccn2)CC1 the results were HTR2A ag 0, hiPSC survival 1.2, ABCB6 inh 2 101, Glyco luc inh 3, H9c2 protect 1, ABHD5 PLIN5 PPI -2, Granule exo inh -1 and aDG glyco up 0.2.
CCCCC(=O)Nc1nc(C)c(-c2csc(Nc3cc(OC)ccc3OC)n2)s1 was read as HTR2A ag 3, hiPSC survival 2.3, MC4R antagonist 9, ABCB6 inh 2 90, Glyco luc inh -1, H9c2 protect 5, MC4R barr agon 0.3, ABHD5 PLIN5 PPI -8, Granule exo inh -1 and aDG glyco up 0.3.

Ordered by molar mass (high to low): part of the list above
For Cc1ccc(C(=O)N/C(=C\c2cccc([N+](=O)[O-])c2)C(=O)NC(Cc2ccccc2)C(=O)O)cc1 (stereo not drawn) the results were HTR2A ag 3, hiPSC survival -0.2, MC4R antagonist 0, ABCB6 inh 2 103, Glyco luc inh -1, H9c2 protect -2, MC4R barr agon -2.8, ABHD5 PLIN5 PPI 0, Granule exo inh 2 and aDG glyco up -0.1.
For O=C(c1[nH]c(C(F)(F)F)nc1-c1ccccc1)N1CCN(c2ncccn2)CC1 the results were HTR2A ag 0, hiPSC survival 1.2, ABCB6 inh 2 101, Glyco luc inh 3, H9c2 protect 1, ABHD5 PLIN5 PPI -2, Granule exo inh -1 and aDG glyco up 0.2.
Screening CCOc1ccc2oc(-c3ccccc3)c(C(=O)O)c2c1 returned HTR2A ag 0, hiPSC survival 0.7, MC4R antagonist 5, ABCB6 inh 2 94, Glyco luc inh 2, H9c2 protect -10, MC4R barr agon -2.9, ABHD5 PLIN5 PPI -5, Granule exo inh 3 and aDG glyco up -0.5.

(more compounds)
Screening CC(C)(C)NC(=O)C(c1cccs1)N(Cc1ccc(F)cc1)C(=O)c1csnn1 (stereo not drawn) returned HTR2A ag 1, hiPSC survival -2.3, MC4R antagonist 7, ABCB6 inh 2 101, Glyco luc inh -3, H9c2 protect -3, MC4R barr agon -2.5, ABHD5 PLIN5 PPI 1, Granule exo inh -4 and aDG glyco up 0.2.
For Cc1ccc(F)cc1NCC(=O)Nc1ccc(Br)cc1 the results were HTR2A ag -2, hiPSC survival 4.0, MC4R antagonist -5, ABCB6 inh 2 97, Glyco luc inh 0, H9c2 protect -4, MC4R barr agon 7.1, ABHD5 PLIN5 PPI -6, Granule exo inh -4 and aDG glyco up 0.1.
For COc1cccc(-c2cnc3c(NC(C)=O)cc(-c4cccc(NC(C)=O)c4)cn23)c1 the results were HTR2A ag 1, hiPSC survival 0.3, MC4R antagonist 10, ABCB6 inh 2 96, Glyco luc inh -1, H9c2 protect 42, MC4R barr agon 7.4, ABHD5 PLIN5 PPI -1, Granule exo inh -4 and aDG glyco up 0.4.
Screening CC/C(=C/c1sc2ccccc2[n+]1CC)SC returned HTR2A ag -2, hiPSC survival -1.6, MC4R antagonist 5, ABCB6 inh 2 122, Glyco luc inh 1, H9c2 protect -15, MC4R barr agon 0.6, ABHD5 PLIN5 PPI -8, Granule exo inh 0 and aDG glyco up -0.1.
`CCCCN(C(=O)CN1CC(C)OC(C)C1)c1c(N)n(CC(C)C)c(=O)[nH]c1=O` (stereo not drawn) gave HTR2A ag 7, hiPSC survival -0.4, MC4R antagonist 0, ABCB6 inh 2 98, Glyco luc inh 3, H9c2 protect 6, MC4R barr agon -1.3, ABHD5 PLIN5 PPI -9, Granule exo inh -3 and aDG glyco up 0.0.
c1ccc(CCn2cnc3ccccc32)cc1 was read as HTR2A ag 0, hiPSC survival 1.4, MC4R antagonist 13, ABCB6 inh 2 101, Glyco luc inh 0, H9c2 protect -9, MC4R barr agon -0.7, ABHD5 PLIN5 PPI -3, Granule exo inh -1 and aDG glyco up 0.1.
`CC1(C(=O)CSc2nc3ccccc3[nH]2)CCC(=O)O1` (stereo not drawn) gave HTR2A ag 5, hiPSC survival -2.6, MC4R antagonist -5, ABCB6 inh 2 100, Glyco luc inh 0, H9c2 protect 8, MC4R barr agon -0.9, ABHD5 PLIN5 PPI -38, Granule exo inh 1 and aDG glyco up 0.2.
